NOD2 RIPK2 PPI – NOD2-RIPK2 protein interaction inhibition; inhibition, % at 4.98 µM; O43353; CHO BLA complementation NOD2-RIPK2, CCF4 ratio; AID 624267; actives 0.38% (n = 360,000); in the data active = inhibition above about 21%;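 also: 0% = vehicle only and 100% = reference blocker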
Target sequence (O43353 whole entry, looked up): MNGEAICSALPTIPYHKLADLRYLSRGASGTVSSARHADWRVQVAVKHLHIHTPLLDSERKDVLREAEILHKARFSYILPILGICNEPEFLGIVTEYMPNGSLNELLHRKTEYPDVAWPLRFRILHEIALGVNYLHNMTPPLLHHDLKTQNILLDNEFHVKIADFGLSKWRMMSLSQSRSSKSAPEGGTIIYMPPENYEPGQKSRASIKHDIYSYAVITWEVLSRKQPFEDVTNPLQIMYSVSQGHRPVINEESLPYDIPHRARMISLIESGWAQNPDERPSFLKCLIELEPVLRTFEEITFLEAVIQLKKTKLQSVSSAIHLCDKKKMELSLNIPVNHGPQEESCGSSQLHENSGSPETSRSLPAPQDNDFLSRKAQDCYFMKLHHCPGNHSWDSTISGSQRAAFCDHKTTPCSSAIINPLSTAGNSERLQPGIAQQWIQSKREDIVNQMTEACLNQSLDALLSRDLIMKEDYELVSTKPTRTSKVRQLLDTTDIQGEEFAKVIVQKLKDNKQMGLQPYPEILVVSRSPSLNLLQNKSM
Granule exo inh – blocks lytic granule exocytosis. TALL-104 LAMP-1 surface exposure, flow cytometry; cells stimulated with thapsigargin and PMA. inhibition, % at 10 µM. AID 651702. actives 0.66% (n = 360,000);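 active = inhibition above about 55%, limit read from the data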
MC4R antagonist – blocks human MC4R cAMP signaling; MC4R-expressing cells, MTII-stimulated cAMP, LANCE TR-FRET; inhibition, % at 6.5 µM; actives 0.48% (n = 360,000);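 active = inhibition above its plate's cutoff, the mean of tested wells on that plate plus 3 SD, cut at about 29% in these data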;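 also: 0% = Melanotan II alone and 100% = Melanotan II plus saturating MCL0020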
Target sequence (P32245 whole entry, looked up): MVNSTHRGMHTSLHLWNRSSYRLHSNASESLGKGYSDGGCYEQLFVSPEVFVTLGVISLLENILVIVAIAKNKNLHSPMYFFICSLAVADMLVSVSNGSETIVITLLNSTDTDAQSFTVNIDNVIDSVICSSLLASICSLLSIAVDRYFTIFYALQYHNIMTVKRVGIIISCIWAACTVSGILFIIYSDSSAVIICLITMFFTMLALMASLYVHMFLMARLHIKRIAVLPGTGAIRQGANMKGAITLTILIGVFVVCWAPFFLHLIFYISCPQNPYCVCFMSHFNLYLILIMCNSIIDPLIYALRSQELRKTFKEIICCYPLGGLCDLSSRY
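Test system: U2OS cells stably expressing human melanocortin 4 receptor (MC4R); also added: Melanotan II challenge; compound: 6.5 µM single dose; timing: 30-min compound preincubation, 1-h Melanotan II challenge, 1-h detection, room temperature; signal: Eu-cAMP/anti-cAMP TR-FRET, emission 671 nm; repeats: one well per compound, no replicates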
ABHD5-PLIN5 inh – blocks binding of human ABHD5 to perilipin-5; Q00G26+Q8WTS1; Split G. princeps luciferase complementation, luminescence, 4 h; inhibition, % at 4 µM; actives 0.78% (n = 360,000); AID 602281;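 active = inhibition above the mean inhibition across every tested compound plus 3 SD, cut at about 22% in these data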;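 also: 0% = DMSO only wells and the 100% control is not disclosed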
N-glyco inh – blocks N-linked glycosylation in D54 reporter cells | actives 0.23% (n = 360,000) | D54 ERlucT glycosylation luciferase reporter, 24 h; percent of 100 nM tunicamycin response | reporter increase, % at 12.5 µM;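 active = mean luciferase reporter signal, scaled so untreated is 0 and the glycosylation-blocking control 100, at or above a set limit in every replicate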;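 also: luciferase carries N-glycosylation sites so blocking glycosylation raises the light; 0% = median of neutral control wells and 100% = median of 100 nM tunicamycin wells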
aDG glyco up – increases alpha dystroglycan glycosylation | Pro5-aDG cells, alpha-DG glycosylation AlphaScreen (IIH6); 0% Pro5, 100% B10-LARGE cell signal | activation, % at 10 µM | actives 0.22% (n = 360,000) | AID 624168;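 active = activation of at least 8% versus controls, or a plate z-score of at least 8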;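 also: Pro5 are CHO cells carrying HIG-tagged alpha-DG that lacks glycosylation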
ABCB6 inh MLPCN – inhibitors of human ABC transporter ABCB6. Q9NP58. actives 0.19% (n = 360,000). K562-ABCB6 porphyrin accumulation, flow cytometry, 1 h; hits give low values. fluorescence ratio to DMSO, % at 10 µM;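 active = fluorescence ratio to DMSO below 75%, the collection mean minus 3 SD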;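 also: signal is porphyrin accumulated inside mitochondria; 100% equals median channel fluorescence of DMSO control wells; lower ratio means ABCB6 inhibition with less porphyrin fluorescence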
Vif imaging – inhibitors of HIV Vif | actives 0.35% (n = 340,000) | AID 602346 | inhibition, % at 7.49 µM | HEK293T cells, Vif self-association by quenched fluorescence, imaging, 24 h; in the data active = inhibition above about 50%, passing the limit was not always enough; also: some results filed as inactive read as strong as hits
MC4R barr agon – human MC4R agonism via beta-arrestin | P32245 | U2OS MC4R beta-arrestin complementation, luminescence; percent of melanotan II response, DMSO zero | activation, % at 8.9 µM | actives 0.98% (n = 360,000);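 active = activation above a per-plate cutoff, the mean activation of sample wells on that plate plus 3 SD, cut at about 8% in these data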
TLR9-MyD88 block – blocks human TLR9 binding to MyD88; inhibition, % at 4.98 µM; Q9NR96+Q99836; actives 0.21% (n = 340,000); CHO BLA complementation TLR9-MyD88, CCF4 FRET ratio;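 active = inhibition above the mean over all tested compounds plus 3 SD, cut at about 21% in these data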;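 also: 0% = DMSO only wells and 100% = clavulanate BLA inhibitor control wells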
Starred values were filed as active, the others as inactive; i = inactive; . = not tested or not shown.

SMILES	NOD2 RIPK2 PPI	Granule exo inh	MC4R antagonist	ABHD5-PLIN5 inh	N-glyco inh	aDG glyco up	ABCB6 inh MLPCN	Vif imaging	MC4R barr agon	TLR9-MyD88 block
COc1cccc(C(=O)NC2CCCc3c2cnn3-c2ccc(C)c(C)c2)c1OC (configuration not stated)	-4	2	20	-8	0	0.4	94	-9	-0.4	-5
COc1cc(OC)cc(-c2c(-c3cccs3)c3cc(-c4ccc5cc[nH]c5c4)ccc3n2C)c1	-1	-4	5	-12	2	2.8	94	-10	-0.2	-8
CC(=O)Nc1ccccc1C(=O)C(=O)Nc1cccc(F)c1	10	2	8	-2	1	-0.1	101	11	0.2	-2
O=C(CC1C(=O)NCCN1Cc1ccc(F)cc1)NCCN1CCCc2ccccc21 (configuration not stated)	-1	5	-1	2	0	-0.2	97	-4	-1.7	-6
Cc1ccc(OCc2ccc(C(=O)Nc3nccs3)o2)cc1C	-11	3	9	-1	1	0.8	97	.	-1.6	-11
Cc1nn(-c2ccc(N3CCOCC3)nn2)c(C)c1CCC(=O)NCc1ccc(F)cc1	-7	-4	-1	-14	2	-0.3	81	-1	-1.2	-5
Cc1occc1-c1nnc(SCC(=O)NCc2ccc3c(c2)OCO3)n1CC(C)C	3	-2	12	5	0	-0.3	86	.	-2.4	-6
CC(C)c1ccc(NC(=O)Nc2nc(C(C)N)cs2)cc1 (configuration not stated)	-6	8	0	2	10	1.2	79	2	2.0	.
CC(C)n1cc(/C=C/c2cc[n+](C)cc2)c2ccccc21	9	-12	-20	0	2	0.0	i	.	1.8	0
CC1(C)CC(NC(=S)NC2CC2)CC(C)(C)N1	-1	2	10	-6	0	1.0	95	-13	-2.6	0
COc1ccc(CCCC(=O)NC(C)c2ccccc2)cc1 (configuration not stated)	-10	-5	8	0	-1	0.0	100	-1	-1.4	1
O=S(=O)(NCc1ccccc1)c1ccc(S(=O)(=O)N(Cc2ccccn2)Cc2ccco2)cc1	-4	0	2	6	-4	-0.2	106	0	10*	6
O=C(C1CCN(S(=O)(=O)c2ccccc2)CC1)N1CCc2ccccc21	1	2	3	7	-1	-0.1	99	6	-3.6	-10
CCOc1ccc(C(=O)C(CN2CCOCC2)c2ccccc2)cc1 (configuration not stated)	6	2	2	7	10	1.4	98	2	-1.7	-6
C[C@H](CO)N1C[C@H](C)[C@@H](CN(C)Cc2ccc(-c3ccccc3)cc2)Oc2c(NS(=O)(=O)c3cn(C)cn3)cccc2C1=O	-8	6	-1	8	-1	-0.1	99	-2	-1.6	-6
CCOC(=O)c1ccc(NC(=O)C(C)N2C(=O)c3ccccc3C2=O)cc1 (configuration not stated)	-5	4	6	-3	2	0.0	96	1	-1.8	1
O=C(CSCc1ccccc1)N1CCN(C(=O)c2ccco2)CC1	-3	1	5	-9	-2	0.0	95	-3	-0.4	12
Cc1ccccc1N1CCN(C2=NC(=O)/C(=C\c3cccs3)S2)CC1	7	20	-4	0	3	0.4	100	-5	-1.2	10
O=C(NCCN1CCCCC1)c1cc2ccccc2[nH]1	4	-2	7	4	-3	-0.2	104	.	-0.3	-5
COc1ccc(S(=O)(=O)Nc2ccccc2)cc1	-5	-3	0	4	5	0.0	98	-8	0.0	2
CC(C)CC(=O)n1sc(NC(=O)c2ccccc2)nc1=O	-4	8	10	-1	-2	0.2	93	0	2.3	5
CCc1c(C)nc(SCC(=O)Nc2nc(-c3ccc(OC)cc3)cs2)[nH]c1=O	-8	1	4	4	-2	0.6	100	0	-1.2	9
CC(=O)OC1C=CN(C(C)=O)C(SC(C)(C)C)C1(C)O (configuration not stated)	2	7	2	2	1	0.3	97	5	-0.8	-10
O=C(NC1CCCCC1)c1ccccc1NC(=S)NC(=O)C1CCC1	-1	3	-7	0	3	-0.1	98	3	-2.9	-8
CC(=O)C1=C(O)C(=O)N(c2nccs2)C1c1ccccc1 (configuration not stated)	4	1	1	-13	-1	0.1	102	-5	1.0	-6
COc1ccc(-c2cccc(-c3cc(=O)oc4ccc(C(C)(C)C)cc34)c2)cc1	-16	6	3	-3	-4	-0.2	111	-1	1.3	5
O=C(CSCc1ccccc1)Nc1cccc(C(=O)Nc2ccccc2C(=O)O)c1	-4	4	13	-11	0	-0.1	99	-5	-0.8	-1
CO/N=C(\C(=O)O)c1csc(NN=C(C)C)n1	-4	-4	14	-7	0	0.0	101	0	-3.7	-9
COc1cccc(-c2cnc3c(NC(C)=O)cc(-c4cccc(NS(C)(=O)=O)c4)cn23)c1	-9	7	11	-4	0	-0.3	95	10	8.1	.
Cc1ccc2cccc(Oc3ncnc4sc(C)c(C)c34)c2n1	-10	-3	8	-3	-1	0.6	101	-6	-1.4	5
Cc1cc(C)cc(Cn2c3ccc(NC(=S)NC4CCCCC4)cc3c(=O)n2C)c1	-11	0	0	-3	1	-0.1	103	20	-1.5	.
CCCCNC(=O)CCn1c(=S)[nH]c2cc3c(cc2c1=O)OCO3	1	6	7	-3	1	2.4	97	2	-1.6	5
O=C(O)COc1ccccc1/C=N/NC(=O)C(O)c1ccccc1 (configuration not stated)	-10	-1	20	-3	0	-0.1	103	-2	0.1	2
COc1ccc(NS(=O)(=O)c2cc(Cl)ccc2Cl)cc1S(=O)(=O)N1CCCCC1	-15	0	5	0	-4	0.3	101	0	-0.1	-3
CCc1nnc(NS(=O)(=O)c2ccc(NC(=O)COc3ccc(Cl)c(C)c3)cc2)s1	4	4	2	-11	1	0.0	101	2	1.1	-10
CC(=O)c1ccc(-c2cccc([C@H]3[C@@H]4C=CC[C@@H](C)[C@@H]4C(=O)N3Cc3ccccc3)c2)cc1	-8	-3	12	-2	-3	-0.3	100	.	0.7	-13
O=C(OCc1ccc([N+](=O)[O-])cc1)C1CC(=O)N(Cc2ccccc2Cl)C1 (configuration not stated)	5	13	7	2	4	0.5	96	-6	-1.8	-13
CCN(CC)S(=O)(=O)c1ccc(NC(=O)c2cnc(C)cn2)cc1	-10	3	1	-3	0	-0.1	97	-2	0.8	-8
COC(=O)COC(=O)c1ccccc1NC(=O)c1ccccc1	-3	5	4	-1	0	-0.2	91	10	-1.6	0
COCCNC(=O)C1(C)CCN(C(=O)c2ccc(C(F)(F)F)nc2C)C1 (configuration not stated)	1	-9	2	7	-9	-0.2	95	.	-0.9	.
Cc1ccc(CSc2nnc(-c3ccc(NS(=O)(=O)c4ccccc4)cc3)o2)cc1	-2	-11	14	-11	3	0.0	102	1	-2.3	8
CC1(C(=O)Nc2cnc3ccccc3c2)CCN1C(=O)c1ccccc1CCc1ccccc1 (configuration not stated)	-4	10	8	1	0	0.1	92	-6	-1.1	.
CC1CN(S(=O)(=O)c2ccc(NC(=O)CCCN3C(=O)c4ccccc4C3=O)cc2)CC(C)O1 (configuration not stated)	-8	2	1	-12	3	-0.1	100	-12	-1.4	-1
COc1cccc(/C=C2\SC(=S)N(CCCC(=O)N3CCCCC3CCO)C2=O)c1 (configuration not stated)	5	26	15	6	-1	0.3	97	4	0.8	6
Cc1ccc(C(C(=O)NC2CCCC2)N(C(=O)Cc2cccs2)c2ccc3c(c2)OCCO3)cc1 (configuration not stated)	-1	2	2	-3	-4	0.5	99	-3	-0.5	-5
CCOC(=O)c1c(C)[nH]c(C(=O)COC(=O)CCSc2ccccc2)c1C	-8	-2	12	-7	-1	0.0	105	0	6.4	-8
CCOC(CNC(=O)C(=O)Nc1cc2c3c(c1)CCN3C(=O)CC2)OCC	-4	-4	5	7	1	0.0	103	7	1.5	5
Cc1ccccc1NC(=O)CN1CCC(NC(=O)Nc2ccccc2)CC1	-10	-2	0	1	-2	0.4	93	-16	-1.3	12
CC(C)N1C(=O)CCC1C(=O)NC1CCCC1 (configuration not stated)	-8	-5	6	0	2	-0.1	98	-4	-1.2	5
CC(C)(O)[C@@H]1Cc2c(ccc3ccc(=O)oc23)O1	0	-4	10	5	1	0.0	102	0	-1.6	0
COc1ccccc1/C=C\C=N\n1c(-c2ccc(Cl)cc2)n[nH]c1=S	-5	-4	8	-3	1	0.1	98	3	8.9*	-19
Cc1c(CN2CCC(CO)(CC3CCCCO3)CC2)cnn1C (configuration not stated)	-3	1	22	0	1	-0.6	99	-5	-1.1	-3
Cc1ccc(S(=O)(=O)N2CCC[C@H]2C(=O)Nc2ccccc2Cl)cc1	-2	-11	1	6	2	0.1	111	-11	-0.8	-22
Cc1oc(-c2ccccc2)cc1C(=O)Nc1ccc(N(C)C)cc1	-2	-2	-1	-2	-1	-0.3	108	-3	-0.9	-3
CCN(CC)CCCNC(=S)N(CCO)Cc1cc2cc3c(cc2[nH]c1=O)OCCO3	1	5	0	-12	1	0.0	100	3	0.1	7
O=C(c1ccccc1F)N1CCN=C1c1ccccc1	2	-7	12	0	1	-0.3	100	21	-2.4	6
Cc1ccc(NC(=O)c2ccc(Cl)c(NC(=O)c3cccs3)c2)cc1	1	25	6	2	1	0.4	99	-4	-4.2	-9
Cc1cc(Br)ccc1NC(=O)CN(C)C(=O)CN1C(=O)NC2(CCCC2)C1=O	-6	-2	7	9	1	-0.1	97	.	2.8	-11
CN(C)c1ccc(/C=C2\SC(N3CCCCC3)=NC2=O)cc1	8	2	-12	5	-12	0.1	99	196*	-1.8	6
COCc1nc2sc(C)c(C)c2c(=O)[nH]1	-5	2	1	3	3	0.0	85	-5	0.5	2

Entries listed so far that contain a tert-butyl group, in the order listed:
SMILES	NOD2 RIPK2 PPI	Granule exo inh	MC4R antagonist	ABHD5-PLIN5 inh	N-glyco inh	aDG glyco up	ABCB6 inh MLPCN	Vif imaging	MC4R barr agon	TLR9-MyD88 block
CC(=O)OC1C=CN(C(C)=O)C(SC(C)(C)C)C1(C)O (configuration not stated)	2	7	2	2	1	0.3	97	5	-0.8	-10
COc1ccc(-c2cccc(-c3cc(=O)oc4ccc(C(C)(C)C)cc34)c2)cc1	-16	6	3	-3	-4	-0.2	111	-1	1.3	5

Following part.
SMILES	NOD2 RIPK2 PPI	Granule exo inh	MC4R antagonist	ABHD5-PLIN5 inh	N-glyco inh	aDG glyco up	ABCB6 inh MLPCN	Vif imaging	MC4R barr agon	TLR9-MyD88 block
COc1ccc(C)cc1-n1nnnc1SCC(=O)NC1CCCC1	6	-1	9	-2	2	0.0	95	-5	1.0	-8
COc1ccc(N(C(=O)CNC(=O)c2ccco2)C(C(=O)NC2CCCCC2)c2cccnc2)cc1 (configuration not stated)	4	-11	3	7	-1	0.0	99	6	-0.1	11
CNC(=O)C(C#N)(Cc1cc(C(C)=O)ccc1OC)Cc1cc(C(C)=O)ccc1OC	-9	14	9	-2	2	0.1	86	-19	0.4	3
CCOc1ccc(CNc2ccc3c(c2)ncn3C(C)(C)C)cc1	1	5	7	-1	-3	0.2	99	-4	-0.7	10
O=[N+]([O-])c1c(-c2cn[nH]c2)n[nH]c1-c1cn[nH]c1	0	-6	13	2	3	0.0	96	-6	-1.9	-4

Structures listed so far marked active in Vif imaging:
SMILES	NOD2 RIPK2 PPI	Granule exo inh	MC4R antagonist	ABHD5-PLIN5 inh	N-glyco inh	aDG glyco up	ABCB6 inh MLPCN	Vif imaging	MC4R barr agon	TLR9-MyD88 block
CN(C)c1ccc(/C=C2\SC(N3CCCCC3)=NC2=O)cc1	8	2	-12	5	-12	0.1	99	196*	-1.8	6

A portion of the library; rates above refer to the full screens.
